# RGS4 pot: potentiators or activators of RGS4. HEK293 M3R/inducible RGS4, carbachol calcium flux Fluo4; hits give low values. B-score at 10 µM. 0.92% of 310,000 active. AID 463111;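 active = B-score of the integrated calcium signal more than 4 SD below the library mean, with starting fluorescence not abnormally high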;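 note: negative B-score means reduced calcium response which marks RGS4 activation or potentiation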
#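 Assay system: Inducible-RGS4 HEK293 cells carrying M3 receptor | Schedule: Compound preincubation 20 min at room temperature before agonist | Signal: Kinetic calcium fluorescence imaging with Fluo4-AM dye, 2 µM | Read-out basis: B score from integrated fluorescence ratio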
# TMEM16A act: mouse TMEM16A channel activation, primary screen. B-score at 10 µM. 0.3% of 340,000 active. HEK293 TMEM16A/YFP-H148Q/I152L, iodide quench fluorescence; hits give low values. AID 623877;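 active = fluorescence-ratio B-score plate-corrected deviation score at least 3 library SD below zero, with starting fluorescence score within 5 deviations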;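 note: channel opened by trigger with iodide after compound preincubation; score built on the fluorescence ratio of max minus min over baseline; more negative score means more quench and so TMEM16A activation or potentiation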
# KCNK3 block: human KCNK3 channel inhibition, primary screen. O14649. CHO-KCNK3 thallium flux, FluxOR fluorescence; hits give low values. B-score at 10 µM. 0.84% of 340,000 active. AID 602410;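 active = B-score under library mean minus 4 SD, starting fluorescence ratio at most library mean plus 5 SD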;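 note: more negative B-score means stronger inhibition of thallium flux through KCNK3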
# KCNK9 inh: human KCNK9 channel inhibition; Q9NPC2; HEK293 KCNK9, FluxOR thallium flux fluorescence; hits give low values; B-score at 10 µM; 1.2% of 310,000 active; AID 488922;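 active = ratio B-score over 3 SD below the library mean, with starting fluorescence within 5 SD of its mean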;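 note: negative B-score means less thallium flux so channel inhibition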
# KCNQ1 act: potentiates or activates the human KCNQ1 potassium channel | P51787 | CHO-K1 KCNQ1, thallium flux FluxOR fluorescence; hits give high values | B-score at 10 µM | 0.35% of 310,000 active | AID 2648;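 active = fluorescence ratio B-score, a plate-corrected score, at least three library SD, with initial intensity B-score within 5 SD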
# Target sequence (P51787 whole entry, looked up): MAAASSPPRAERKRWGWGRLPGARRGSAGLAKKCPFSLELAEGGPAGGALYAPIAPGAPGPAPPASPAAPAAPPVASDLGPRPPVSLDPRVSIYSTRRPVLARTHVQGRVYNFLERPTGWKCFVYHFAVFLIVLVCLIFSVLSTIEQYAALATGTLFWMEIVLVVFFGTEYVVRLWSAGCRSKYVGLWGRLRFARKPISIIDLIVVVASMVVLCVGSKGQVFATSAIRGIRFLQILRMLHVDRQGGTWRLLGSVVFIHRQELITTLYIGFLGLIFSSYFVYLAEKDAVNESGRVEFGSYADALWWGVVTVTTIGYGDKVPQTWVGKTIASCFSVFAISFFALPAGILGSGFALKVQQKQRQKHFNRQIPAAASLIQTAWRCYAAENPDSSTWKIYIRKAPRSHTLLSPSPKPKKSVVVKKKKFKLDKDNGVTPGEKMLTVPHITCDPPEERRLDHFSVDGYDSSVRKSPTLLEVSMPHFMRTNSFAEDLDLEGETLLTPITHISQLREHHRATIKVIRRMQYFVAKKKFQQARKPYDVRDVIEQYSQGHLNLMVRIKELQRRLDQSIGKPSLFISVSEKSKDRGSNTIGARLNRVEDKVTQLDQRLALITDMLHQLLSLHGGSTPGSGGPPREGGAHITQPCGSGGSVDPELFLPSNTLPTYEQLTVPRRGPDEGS
#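 Schedule – 37 °C overnight plating, 90-min dark dye load, 20-min compound pretreatment · System – stable KCNQ1 CHO-K1 line · Probe or stimulus – thallium- and potassium-containing depolarizing buffer · Measured by – kinetic FluxOR fluorescence, 10 s baseline plus 110 s post-stimulus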
# KCNQ1 inh: blocks the human KCNQ1 potassium channel; AID 2642; 1.3% of 310,000 active; CHO-K1 KCNQ1, FluxOR thallium flux fluorescence; hits give high values; B-score at 10 µM;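 active = compounds whose thallium flux B-score, printed positive for inhibition, exceeds three library SD while starting fluorescence stays within three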;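 note: channel opened by potassium depolarization with thallium stimulus after 20 min compound exposure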
# hERG protect: shields human hERG channel from block by proarrhythmic agents | Q12809 | CHO-hERG, FluxOR thallium flux, dofetilide IC70 present | activation (rescue from dofetilide block), less the hit threshold, % at 10 µM | 0.51% of 310,000 active | AID 1511;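 active = activation above the mean of controls blocked by dofetilide plus 5 SD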;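 note: thallium influx through hERG after potassium depolarization seen as dye fluorescence rise; in these data hits start at about 4.7%; inactives centre near -7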
# ANO1 block: inhibitors of mouse TMEM16A calcium-activated chloride channel | Q8BHY3 | HEK293 TMEM16A/YFP iodide influx fluorescence, ionomycin | normalized B-score (activity score, 25-100; higher = stronger inhibition) at 10 µM | 1.2% of 310,000 active | AID 588511;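 active = ratio plate-corrected score three or more library SD toward inhibition, starting fluorescence score within five deviations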;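 note: score derived from kinetic fluorescence span divided by baseline fluorescence per well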
# MrgX1 agonist: activates human MrgX1 receptor signaling; Q96LB2; MrgX1-HEK293 cells, Fluo-4 calcium fluorescence, agonist mode; hits give high values; B-score at 10 µM; 0.44% of 310,000 active; AID 588627;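 active = calcium response B-score plate-corrected fluorescence ratio at least 3 library SD, with starting fluorescence B-score inside 5 SD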
# Target sequence (Q96LB2 whole entry, looked up): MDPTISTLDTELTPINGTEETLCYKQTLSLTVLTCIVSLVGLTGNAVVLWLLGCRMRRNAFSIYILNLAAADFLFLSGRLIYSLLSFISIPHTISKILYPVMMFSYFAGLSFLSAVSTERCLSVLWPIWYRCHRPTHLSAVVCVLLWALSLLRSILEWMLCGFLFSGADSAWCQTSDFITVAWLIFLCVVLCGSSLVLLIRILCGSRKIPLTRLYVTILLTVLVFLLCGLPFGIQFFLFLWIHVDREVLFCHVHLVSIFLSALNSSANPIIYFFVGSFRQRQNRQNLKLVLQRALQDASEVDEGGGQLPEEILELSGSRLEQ
#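 Test system: HEK293 cells stably expressing human MrgX1 receptor; amount: 15,000 cells per well; doses: compound delivered in addition one of three; times: overnight plating before 1 h dye loading; detection: Fluo-4 NW calcium-flux fluorescence, kinetic read; read-out basis: B-scored fluorescence response ratio; controls: positive and negative controls per plate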
# RGS4 block: human RGS4 inhibition. 0.45% of 310,000 active. P49798. B-score at 10 µM. HEK293 M3R/RGS4 inducible, Fluo-4 calcium flux; hits give high values; triggered by carbachol at its EC20. AID 463165;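 active = B-score, a plate-corrected calcium signal, over three deviations above library mean, with baseline fluorescence within five deviations of library mean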;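 note: RGS4 expression induced by doxycycline in cells with stable M3 receptor; B-score is computed from the integrated fluorescence ratio over baseline after carbachol; higher B-score means a larger calcium signal and so more RGS4 inhibition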
# MrgX1 allo act: human MrgX1 positive allosteric modulation, primary screen; MrgX1-HEK293, Fluo-4 calcium flux, FDSS; hits give high values; 0.63% of 310,000 active; B-score at 10 µM; AID 588675; Q96LB2;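 active = plate-corrected calcium response at least 3 library SD above typical, normal starting fluorescence, not activating the receptor alone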;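 note: compound read alongside a low EC10 to EC30 dose of BAM8-22 agonist; peak minus trough fluorescence over baseline measured at the second addition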
# * = called active by the depositor; i = inactive; x = not tested or not shown.
Structure,RGS4 pot,TMEM16A act,KCNK3 block,KCNK9 inh,KCNQ1 act,KCNQ1 inh,hERG protect,ANO1 block,MrgX1 agonist,RGS4 block,MrgX1 allo act
COc1ccc(OC)c(CCNC(=O)c2ccc(NC3=NC4CS(=O)(=O)CC4S3)cc2)c1 (stereo not drawn),i,i,i,i,i,i,-9,i,i,i,i
CC(=O)Nc1ccccc1C(=O)C(=O)O,i,i,i,i,i,i,-7,i,i,i,i
COC(=O)c1ccc(S(=O)(=O)NCCc2ccccc2OC)n1C,i,i,i,i,i,i,-6,i,i,i,i
O=C(Nc1ccc(S(=O)(=O)N2CCCCC2)cc1)C1CC(=O)N(c2ccc(F)cc2)C1 (stereo not drawn),i,i,i,i,i,i,-7,i,i,i,i
Cc1nc(N2CCN(c3ccccc3)CC2)nc2c1C(=O)CC(c1ccccc1)C2 (stereo not drawn),i,i,i,i,i,i,-16,i,i,i,i
CCOC(=O)N1CCN(C(=O)c2c[nH]c3ccc(S(=O)(=O)N(C)c4ccc(F)cc4)cc3c2=O)CC1,i,i,i,i,i,i,-2,i,i,i,i
CCCS(=O)(=O)Nc1ccc(-c2cn3c(n2)SCC3)cc1,i,i,i,i,i,i,-11,i,i,i,i
C[n+]1cn(/N=C/c2ccccc2)c2ccccc21,i,i,i,i,i,i,-5,i,i,i,i
Cc1cc(SCC(=O)N/N=C/c2ccc(O)cc2O)c(C)cc1Br,i,i,i,i,i,i,-28,i,i,i,i
Cc1noc(C)c1C(=O)N1CCC(Cc2ccccc2)CC1,i,i,i,i,i,i,-9,i,i,i,i
CCCCCOc1ccc(NC(=O)CCCC(=O)O)cc1,i,i,i,i,i,i,-8,i,i,i,i
O=c1cc(O)c2c(=O)n(-c3ccccc3)c3ccccc3c2o1,i,i,i,i,i,i,-8,i,i,i,i

# At a glance, part of the list above.
Structure,RGS4 pot,TMEM16A act,KCNK3 block,KCNK9 inh,KCNQ1 act,KCNQ1 inh,hERG protect,ANO1 block,MrgX1 agonist,RGS4 block,MrgX1 allo act
Cc1nc(N2CCN(c3ccccc3)CC2)nc2c1C(=O)CC(c1ccccc1)C2 (stereo not drawn),i,i,i,i,i,i,-16,i,i,i,i
CCOC(=O)N1CCN(C(=O)c2c[nH]c3ccc(S(=O)(=O)N(C)c4ccc(F)cc4)cc3c2=O)CC1,i,i,i,i,i,i,-2,i,i,i,i

# (next part)
Structure,RGS4 pot,TMEM16A act,KCNK3 block,KCNK9 inh,KCNQ1 act,KCNQ1 inh,hERG protect,ANO1 block,MrgX1 agonist,RGS4 block,MrgX1 allo act
CC(C)CN(C(=O)CN1CCN(c2ccc(F)cc2)CC1)c1c(N)n(CC(C)C)c(=O)[nH]c1=O,i,i,i,i,i,i,-10,i,i,i,i
OCC1(Cc2ccccc2)CCCN(C2CCCC2)C1 (stereo not drawn),i,i,i,i,i,i,-8,i,i,i,i
Cc1nc(N)sc1N=Nc1ccc(Br)cc1,i,i,i,i,i,i,-6,i,i,i,i
C/C(=N\Nc1ccccc1Cl)c1ccc(-n2ccnc2)cc1,i,i,i,i,i,i,-16,i,i,i,i
CC(=O)c1nc(N2C(=O)C3CC=C(C)CC3C2=O)sc1C (stereo not drawn),i,i,i,i,i,i,-10,i,i,i,i
Cc1nc2ccccc2n1C1CC(=O)N(Cc2ccccc2)C1=O (stereo not drawn),i,i,i,i,i,i,-24,i,i,i,i
CCCOC1CCCN(C(=O)c2cc(COc3c(F)cccc3F)on2)C1 (stereo not drawn),i,i,i,i,i,i,-5,i,i,i,i
CCS(=O)(=O)N1Cc2ccccc2CC1C(=O)Nc1cccc(OC)c1 (stereo not drawn),i,i,i,i,i,i,-5,i,i,i,i
C=CCc1ccc(OCCCOc2ccc(C(=O)O)cc2)c(OC)c1,i,i,i,i,i,i,-1,i,i,i,i
COc1ccccc1C(=O)Nc1cc2cc(Cl)ccc2oc1=O,i,i,i,i,i,i,-14,i,i,i,i
CN(C)S(=O)(=O)N(CC(=O)N1CCC(Cc2ccccc2)CC1)c1ccccc1,i,i,i,i,i,i,-13,i,i,i,i
CC1CCN(C(=O)C2CCN(S(=O)(=O)c3cccc4cccnc34)CC2)CC1,i,i,i,i,i,i,-2,i,i,i,i
COC(=O)c1ccc(/C=C2\CCn3c2nc2cc(C(=O)O)ccc2c3=O)cc1,i,i,i,i,i,i,-4,i,i,i,i
O=C(Cc1c(Cl)cccc1Cl)NCCc1ccc(Cl)cc1,i,i,i,i,i,i,-2,i,i,i,i
CC1(C)CC(=O)/C(=C(/O)CCCN2C(=O)c3ccccc3C2=O)C(=NC(C)(C)C)C1,i,i,i,i,i,i,-13,i,i,i,i
COC(=O)c1ccc(CSc2nc3ccccc3c(=O)n2CC(C)C)o1,i,i,i,-7.3*,i,i,-11,i,i,i,i
Cc1ccc(S(=O)(=O)N(CC(=O)N(C)C)c2cccc([N+](=O)[O-])c2)cc1,i,i,i,i,i,i,-14,i,i,i,i
CCCN1CN(CCc2ccccc2)CNC1=S,i,i,i,i,i,i,-6,i,i,i,i
CCOc1ccc(Br)cc1S(=O)(=O)N1CCCC1,i,i,i,i,i,i,-2,i,i,i,i
CC(=O)c1ccc(OCCCC(=O)N2CCN(S(=O)(=O)c3ccc(C)cc3C)CC2)cc1,i,i,i,i,i,i,-12,i,i,i,i
C#CCNC(=O)C1=C[C@H](c2ccccc2)[C@@H](CCCO)[C@H](OCC)O1,i,i,i,i,i,i,-10,i,i,i,i
CC(C)(C)c1ccc(OCC(=O)NNC(=S)NC(=O)c2ccccc2[N+](=O)[O-])c(Br)c1,i,i,i,i,i,i,-6,i,i,i,i
O=C(COc1ccc(Cl)cc1Cl)N/N=C1\CCCc2ccccc21,i,i,i,i,i,i,-7,i,i,i,i
CCCC(=O)Nc1ccccc1NC(=O)CCC,i,i,i,i,i,i,-3,i,i,i,i
COc1ccc(/C=C2\SC(=O)N(CCC(=O)NC3CCS(=O)(=O)C3)C2=O)cc1 (stereo not drawn),i,i,i,i,i,i,-8,i,i,i,i
O=C(O)c1ccc(-c2ccc(Cl)cc2Cl)o1,i,i,i,i,i,i,-13,i,i,i,i
O=C1c2ccccc2C2(c3ccc(F)cc3)NCCN12 (stereo not drawn),i,i,i,i,i,i,-16,i,i,i,i
CCN(CC)S(=O)(=O)c1ccc(OC)c(NC(=O)CSc2cc(C)ccc2C)c1,i,i,i,i,i,i,-16,i,i,i,i
O=C(COC(=O)CNC(=O)c1cccc([N+](=O)[O-])c1)Nc1cccc(S(=O)(=O)N2CCCCC2)c1,i,i,i,i,i,i,-4,i,i,i,i
Cc1nc2sc(C(c3ccccc3)N3CCN(C(=O)c4ccco4)CC3)c(O)n2n1 (stereo not drawn),i,i,i,i,12*,i,2,i,i,i,i
CC1=C(C)CS(=O)N(S(=O)(=O)c2ccccc2)C1 (stereo not drawn),i,i,i,i,i,i,-13,i,i,i,i
CC(/C=N/NC(=O)c1ccc(Br)cc1)=C\c1ccccc1,i,i,i,i,i,i,-7,i,i,i,i
Cc1occc1C(=O)NC(C)CCc1ccccc1 (stereo not drawn),i,i,i,i,i,i,0,i,i,i,i
C=CCNCC(=O)N1N=C(c2ccc3ccccc3c2)CC1c1ccc(OC)cc1 (stereo not drawn),i,i,i,i,i,i,-28,i,i,i,i
N#Cc1c(N2C(=O)c3ccc(C(=O)O)cc3C2=O)sc2c1CCCC2,i,i,i,i,i,i,-8,i,i,i,i
Cc1cc(C)nc(NC(=O)c2ccc([N+](=O)[O-])o2)n1,i,i,i,i,i,i,-4,i,i,i,i
CCN1/C(=C/c2ccc3ccccc3[n+]2CC)C=Cc2ccccc21,-9.2*,i,-9*,-18*,i,13*,-38,i,i,i,i
CN(C(=O)CCn1c(=S)oc2ccccc21)C1CCCCC1,i,i,i,i,i,i,-13,i,i,i,i
CCOc1cc(C2/C(=C(/O)c3ccc(OC(C)C)cc3)C(=O)C(=O)N2CCCOC)ccc1O (stereo not drawn),i,i,i,i,i,i,-8,i,i,i,i
COCCNC(=O)C1Nc2ccc(C(F)(F)F)cc2C2C=CCC12 (stereo not drawn),i,i,i,i,i,i,-2,i,i,i,i
Cc1cc(NC(=O)CC(CN(C)S(=O)(=O)c2ccccc2)c2ccccc2)no1 (stereo not drawn),i,i,i,i,i,i,-13,i,i,i,i
CN(CC(=O)O)S(=O)(=O)c1ccc2c(c1)NC(=O)CC(=O)N2,i,i,i,i,i,i,0,i,i,i,i
O=C(OCC#CCSc1nnc(-c2ccncc2)o1)c1cccs1,i,i,i,i,i,i,-14,i,i,i,i
COc1ccccc1C(CC(=O)Nc1ccccc1C)c1ccc(OC(C)C)cc1 (stereo not drawn),i,i,i,i,i,i,-5,i,i,i,i
COc1cc(OC)cc(C(=O)OCC(=O)NCCCc2ccccc2)c1,i,i,i,i,i,i,-4,i,i,i,i
CCOc1ccccc1NC(=O)CSc1nnc2ccc(-c3ccccn3)nn12,i,i,i,i,i,i,-1,i,i,i,i
CS(=O)(=O)N1CCC(C(=O)Nc2cccc(F)c2)CC1,i,i,i,i,i,i,-6,i,i,i,i
CC(=O)Nc1ccc(-c2csc(NC(=O)Cc3cccc(F)c3)n2)cc1,i,i,i,i,i,i,-8,i,i,i,i
CCn1c(CO)nc2c1c(=O)[nH]c(=O)n2Cc1ccccc1,i,i,i,i,i,i,-8,i,i,i,i
CCCC(=O)Nc1nnc(S(=O)(=O)N(CC(C)C)c2ccccc2)s1,i,x,i,i,i,i,-3,i,i,i,i
COc1cc(C(=O)OCC(=O)Nc2nnc(-c3ccccc3)o2)cc(OC)c1OC,i,i,i,i,i,i,-5,i,i,i,i
COc1ccc(-c2cc(C(=O)Nc3ccc(S(N)(=O)=O)cc3)c3ccccc3n2)cc1OC,i,i,i,i,i,i,-8,i,i,i,i
CCCOc1ccc(C2C(=O)N(C3CCCCCC3)CC(=O)N2Cc2ccco2)cc1OC (stereo not drawn),i,i,i,i,i,i,-7,i,i,i,i

# Hits appear at their usual frequency; any-hit rate near 6.3%.
